OXTR ag: human OXTR agonism | P30559 | CHO-OTR cells, Fluo-8 calcium fluorescence; normalized: DMSO 0%, oxytocin 100% | activation, % at 3 µM | 320,000 tested, 0.32% active;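 active means activation above the mean of all tested compounds plus 3 SD, cutoff set per screening run, cut at about 20% in these data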;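 further: peak over basal fluorescence ratio from a 100 s FLIPR kinetic read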
IMP-1 inh: blocks Pseudomonas aeruginosa IMP-1 metallo-beta-lactamase; purified IMP-1, nitrocefin hydrolysis, epi-absorbance fluorescence; inhibition, % at 5.6 µM; 290,000 tested, 0.45% active;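 active means inhibition above the mean plus 3 SD of all compounds in the same screening run, cut at about 4.5% in these data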;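 further: 0% = IMP-1 with DMSO and 100% = DMSO wells lacking enzyme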
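Assay system: purified recombinant IMP-1 beta-lactamase. Input: IMP-1 0.2 nM before substrate addition. Buffer or medium: Zinc- and detergent-supplemented HEPES buffer, pH 7.1. Schedule: 25 °C, 15 min preincubation, 25 min reaction. Signal: Epi-absorbance fluorescence, 480 nm excitation, 530 nm emission. Evaluation: percent inhibition from optical density relative to buffer-blank wells.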
V1R ag counter: activates human V1a receptor in oxytocin agonist counter-screen; 320,000 tested, 0.25% active; CHO-V1R cells, Fluo-8 calcium fluorescence, agonist mode; 0% DMSO, 100% 3 nM vasopressin; activation, % at 3 µM; P37288;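 active means activation above the mean activation of all tested compounds plus 3 SD, per screening run, cut at about 20% in these data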;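 further: signal is peak over basal fluorescence ratio across a 100 second FLIPR read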
Target sequence (P37288 whole entry, looked up): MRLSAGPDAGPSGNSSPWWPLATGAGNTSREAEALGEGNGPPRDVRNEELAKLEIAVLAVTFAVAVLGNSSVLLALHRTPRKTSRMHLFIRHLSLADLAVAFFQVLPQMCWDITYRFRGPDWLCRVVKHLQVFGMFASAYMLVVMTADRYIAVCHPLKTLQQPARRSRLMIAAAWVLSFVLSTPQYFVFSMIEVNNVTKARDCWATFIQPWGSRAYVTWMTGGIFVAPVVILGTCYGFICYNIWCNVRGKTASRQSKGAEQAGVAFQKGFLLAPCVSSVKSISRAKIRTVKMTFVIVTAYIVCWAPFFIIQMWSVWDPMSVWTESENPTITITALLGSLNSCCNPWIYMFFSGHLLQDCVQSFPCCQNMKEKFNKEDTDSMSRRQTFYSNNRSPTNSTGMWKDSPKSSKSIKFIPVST
VIM-2 inhibitor: inhibitors of Pseudomonas aeruginosa VIM-2 metallo-beta-lactamase; purified VIM-2, nitrocefin hydrolysis, epi-absorbance fluorescence; inhibition, % at 5.6 µM; AID 1527; 290,000 tested, 0.89% active;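 active means inhibition above the mean of all tested compounds plus 3 SD, cutoff set per screening run, cut at about 7.5% in these data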;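 further: red hydrolysis product quenches plate fluorescence so inhibitors raise well fluorescence; 0% = enzyme with DMSO and 100% = DMSO without enzyme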
GalR3 antagonist: blocks the human galanin receptor 3; O60755; 360,000 tested, 0.44% active; inhibition, % at 3 µM; HEK293 GalR3-CNG cAMP membrane potential fluorescence; galR3 body fused to GalR1 C-terminus;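 active means inhibition above the screen-wide average plus 3 SD, cut at about 13% in these data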;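 further: forskolin and galanin both at EC90 stimulate the cells; cAMP rise reported by CNG channel membrane potential dye signal; 0% = forskolin plus galanin with DMSO and 100% = forskolin alone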
FID counter: fluorescent intercalator displacement, NS3 helicase counter-screen; inhibition, % at 7.9 µM; 290,000 tested, 0.17% active; AID 1845; DNA fluorescent intercalator displacement, fluorescence; in the data active means inhibition above about 37%;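 further: 0% = vehicle and 100% = reference compound; higher means more ethidium bromide displaced from hairpin DNA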
GPR7 antagonist: blocks human GPR7 receptor signaling. P48145. GPR7-expressing cells, fluorescence antagonist assay. inhibition, % at 4.4 µM. 290,000 tested, 1.1% active. AID 1861; in the data active means inhibition above about 16%, passing the limit was not always enough;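 further: cells stimulated with the agonist NPW; 0% = agonist with vehicle and 100% = vehicle without agonist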
Target sequence (P48145 whole entry, looked up): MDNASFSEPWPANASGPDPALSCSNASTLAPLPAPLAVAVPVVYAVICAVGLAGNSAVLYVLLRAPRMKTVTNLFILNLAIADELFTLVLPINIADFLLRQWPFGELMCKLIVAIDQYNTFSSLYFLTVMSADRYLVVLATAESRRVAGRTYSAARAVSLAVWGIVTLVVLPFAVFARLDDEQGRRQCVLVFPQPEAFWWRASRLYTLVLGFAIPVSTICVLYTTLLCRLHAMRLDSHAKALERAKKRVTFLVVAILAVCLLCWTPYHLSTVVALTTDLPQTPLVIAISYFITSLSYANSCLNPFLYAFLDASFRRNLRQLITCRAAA
HCV NS3 hel inh: HCV NS3 helicase inhibition | NS3 helicase DNA unwinding, Cy5 molecular beacon fluorescence | inhibition, % at 10.9 µM | 290,000 tested, 0.56% active | AID 1800;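 active means inhibition above the mean of all tested compounds plus 3 SD, set per campaign, cut at about 35% in these data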;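 further: 0% = DMSO wells and 100% = thioflavine S control wells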
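assay system = NS3 helicase fragment of HCV | buffer or medium = MOPS pH 6.5, MgCl2, DTT, Tween20, BSA | timing = 60 min unwinding reaction at 25 °C after ATP addition | signal = Cy5 beacon fluorescence read at start and 1 h | read-out basis = % inhibition of unwinding | control set = low DMSO, high thioflavine S at 110 µM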
PHOSPHO1 block: PHOSPHO1 (human) inhibition; Q8TCT1; recombinant PHOSPHO1, absorbance phosphatase assay; inhibition, % at 13.3 µM; AID 1565; 290,000 tested, 1.1% active; in the data active means inhibition above about 60%
Target sequence (Q8TCT1 whole entry, looked up): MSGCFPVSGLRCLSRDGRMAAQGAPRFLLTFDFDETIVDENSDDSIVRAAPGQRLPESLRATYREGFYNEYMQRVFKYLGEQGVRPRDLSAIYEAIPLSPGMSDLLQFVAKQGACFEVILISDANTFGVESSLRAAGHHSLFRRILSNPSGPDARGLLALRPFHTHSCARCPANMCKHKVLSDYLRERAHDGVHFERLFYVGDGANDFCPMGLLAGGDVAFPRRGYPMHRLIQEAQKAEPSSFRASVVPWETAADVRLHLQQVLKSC
The depositor's hits bear a star; nt = not tested or not shown.

structure	OXTR ag	IMP-1 inh	V1R ag counter	VIM-2 inhibitor	GalR3 antagonist	FID counter	GPR7 antagonist	HCV NS3 hel inh	PHOSPHO1 block
O=C(COC(=O)c1ccc(CNS(=O)(=O)c2ccc(F)c(Cl)c2)cc1)NCC1CCCCC1	6.3	-3.7	7.0	-2.7	-5.5	-3.5	-0.4	3.5	14.1
Cc1c(Cl)cccc1NC(=O)CSc1nccn1C	-0.6	-4.5	-0.6	0.5	-3.2	-5.7	-10.0	7.9	nt
CCc1nnc(NC(=O)CSc2nnc3c(n2)[nH]c2ccccc23)s1	-0.2	-2.0	1.1	-0.2	-0.4	0.1	12.2	-3.3	28.1
O=C(Nc1ccc(OC(=O)c2ccco2)cc1)c1ccco1	1.0	-2.6	2.1	-2.6	-3.9	-3.2	4.8	1.3	8.7
CCCCN1CCc2c([nH]c3c(C)cccc23)C1=O	-1.0	-3.6	-0.5	-0.6	-0.2	-9.2	-1.4	-2.3	12.8
CCOC(=O)C1(CCCc2ccccc2)CCN(C(=O)CN2CCOC2=O)CC1	0.2	-1.8	2.2	-1.7	-4.5	-25.3	-1.4	2.2	22.6
O=C(NC(=S)NCc1cccnc1)c1ccccc1	-1.5	-3.1	-1.3	-4.5	-0.9	-4.2	-5.2	-5.6	-5.1
Cc1c(-c2n[nH]c(=S)n2-c2ccc(C(F)(F)F)cc2)nnn1-c1ccccc1	-1.0	-3.1	0.8	-3.0	-7.1	-24.1	-14.9	18.3	2.9
S=c1[nH]nc(-c2ccccc2)n1/N=C/c1cccc(Cl)c1	-2.4	-0.4	-1.1	2.4	-9.7	-25.4	-1.8	-7.5	nt
CCOc1ccc(N2C(N)=NC(N)=NC2(C)C)cc1	-0.7	-3.2	-0.6	-4.0	-0.7	-4.1	-3.0	3.5	-78.4
O=C(CCO)c1ccc(O)cc1	0.9	-2.0	0.1	-2.0	1.9	-4.8	-9.2	8.0	43.7
Clc1ccccc1-c1cc(COc2ccc3ccccc3c2)no1	1.9	-0.5	0.6	1.8	-3.2	-4.0	1.5	-1.8	-6.9
COCCNC(=O)CCSCc1ccccc1F	0.3	-3.2	0.5	-2.1	-0.3	-2.1	-3.4	0.4	-10.0
Cc1cc(C(=O)O)ccc1NCc1ccncc1	1.2	-5.4	-0.8	-1.8	-6.4	-6.8	-3.4	-0.3	-2.1
Cn1cccc1Cc1nnc(SCC(=O)NCc2ccco2)n1-c1ccc(F)cc1	-0.1	-4.5	-0.1	-4.3	-5.6	-40.8	-5.9	39.0*	24.6
O=C(O)CSc1c2c(nc3cc(C(=O)Nc4cccc(C(F)(F)F)c4)ccc13)CCCC2	0.6	-0.9	-0.1	0.9	-2.4	-44.2	-9.2	-16.2	19.1
Cc1c(C=C2C(=O)c3ccccc3C2=O)cc(C#N)n1C	-0.3	-0.6	0.1	-0.6	nt	-2.7	-1.8	2.8	37.7
COc1ccccc1C(=O)CSc1ccccn1	-1.4	-1.6	-0.5	0.1	-4.4	-3.5	4.3	9.9	10.5
CC(C)NC(=O)c1ccc(-c2ccc(Cl)c(C(F)(F)F)c2)o1	-1.5	-4.3	-0.3	-3.3	-5.3	0.6	-1.3	-1.7	4.9
COc1ccc(OCCn2cnc3ccccc32)cc1	nt	-3.8	nt	-0.9	-10.1	-14.9	-3.5	-1.9	13.9
CCOC(=O)c1ccc(N=C2NC(=O)CS2)cc1	-1.3	1.6	4.1	-4.5	-4.5	-3.4	-0.1	5.1	18.9
COc1ccc(S(=O)(=O)N2CCN(c3c(C)cccc3C)CC2)cc1OC	1.2	-4.2	0.7	-0.9	1.6	-5.5	-12.0	8.0	28.3
COc1ccccc1-c1coc2cc(OC(=O)N3CCOCC3)ccc2c1=O	0.7	0.2	1.0	-0.7	-0.5	-33.0	-13.9	-6.2	41.2
CC1=C(C(=O)N2CCN(C(=O)c3ccco3)CC2)C2(CCC(C)CC2)OC1=O (stereo unspecified)	-0.1	-0.8	0.8	-3.3	-0.3	-13.0	-12.9	-3.7	-17.1
COCCNC(=O)COC(=O)c1cc(-c2ccc(OC)cc2)nc2ccccc12	-1.1	-2.6	0.4	-1.2	-1.5	-26.2	11.7	-0.9	53.0
CC1CCN(c2nc(-c3ccccc3)cc(C(F)(F)F)n2)CC1	-0.1	-3.4	1.6	-1.3	1.4	-6.1	-11.8	12.7	41.9
COc1ccc2c(C)cc(SCC(=O)N3CCOCC3)nc2c1	7.5	-4.1	8.5	0.0	-3.4	-16.8	0.0	5.0	-9.6
COc1ccc(CCNC(=O)C23CCC(C)(C(=O)C2Br)C3(C)C)cc1OC (stereo unspecified)	-0.8	-0.4	1.4	2.2	-3.4	-17.2	6.8	14.5	11.9
Cc1cc(NC(=O)c2ccccc2F)cc(C)c1OCC(=O)N1CCOCC1	0.6	-2.9	-0.3	-1.2	-1.2	-23.1	0.3	1.3	57.6
NNC(=O)c1cc(-c2cccs2)nc2ccccc12	-0.2	-0.3	0.4	-5.4	-3.9	-12.7	-13.4	0.8	43.0

2 compounds from above, limited to GalR3 antagonist and VIM-2 inhibitor:
compound | GalR3 antagonist | VIM-2 inhibitor
O=C(CCO)c1ccc(O)cc1 | 1.9 | -2.0
Clc1ccccc1-c1cc(COc2ccc3ccccc3c2)no1 | -3.2 | 1.8

New compounds follow
structure	OXTR ag	IMP-1 inh	V1R ag counter	VIM-2 inhibitor	GalR3 antagonist	FID counter	GPR7 antagonist	HCV NS3 hel inh	PHOSPHO1 block
COc1cc2c(cc1OC)-c1cc(Nc3ccc(C(=O)O)cc3)nc(=O)n1CC2	-0.9	-4.1	0.2	-2.2	-7.6	-32.8	-21.4	-14.3	15.9
O=C(NCCCN1CCCCC1)c1ccc(CS(=O)c2ccc(F)cc2)o1 (stereo unspecified)	-0.9	-2.2	1.2	-3.1	-6.3	1.1	-6.7	10.6	58.3
Cc1cc(C)cc(OCCNC(=O)c2cc(S(=O)(=O)N3CCOCC3)ccc2F)c1	3.2	1.8	4.5	2.6	-7.9	-48.4	21.3	12.7	0.0
Cc1ccccc1NC(=O)Cn1nnc(C(=O)NCc2ccco2)c1N	0.3	-1.7	0.5	-0.7	-9.3	0.8	7.8	2.4	26.7
Cn1ncc(Br)c1N1C(=O)CCC1=O	-1.2	-1.1	0.3	-1.5	-2.8	-4.3	-8.8	-0.8	-26.9
CCOC(=O)c1nsnc1NCCSC(=N)N	0.0	-1.6	0.7	1.9	-4.5	-8.9	0.3	-15.8	14.1
CCN(CC)S(=O)(=O)c1cc([N+](=O)[O-])ccc1N1CCC(C(N)=O)CC1	-0.8	-2.6	0.8	-0.1	-3.8	-2.0	-7.1	-12.1	-2.7
CC1=C(C(=O)OCc2ccccc2)C(c2ccsc2)NC(=O)N1C (stereo unspecified)	-1.0	0.4	3.4	1.2	-3.2	-22.2	-12.9	-1.9	37.8
Cc1cc([N+](=O)[O-])nn1CC(=O)NCc1ccc(Cl)cc1	-0.1	-2.8	0.0	-2.1	-4.5	1.6	-8.4	-6.8	34.3
COc1ccc(CNC(=S)N/N=C(/C)c2ccccc2)cc1	0.3	-3.2	0.0	-4.5	-5.6	-16.2	-5.8	-14.2	32.7
CCC(C)NC(=O)CS(=O)(=O)Cc1nc(-c2cccc(OC)c2)oc1C (stereo unspecified)	-1.2	-0.8	-0.3	-4.1	nt	-15.6	3.5	2.7	6.1
CN(Cc1ccccc1)C(=O)C(C(=O)c1ccc(F)cc1)n1cc(Cl)ccc1=O (stereo unspecified)	-1.2	0.1	-0.1	-0.8	-3.5	-8.7	-8.6	-0.1	-12.7
Clc1ccc(Nc2ncnc3c2cnn3-c2ccccc2)cc1	0.8	-1.9	0.6	0.3	-2.5	4.6	-7.7	-13.3	39.6
O=C(O)C1Cc2ccccc2CN1C(=O)COc1ccc(Br)cc1 (stereo unspecified)	0.5	-2.0	-0.5	-2.1	-2.7	-27.1	4.1	11.1	6.4
NC(CO)(CO)COCc1ccccc1	-0.1	-3.5	-0.2	-2.2	-6.8	-0.8	-15.9	13.5	32.6
O=C(CSc1ccc(-c2cccnc2)nn1)N1CCCCC1	0.6	-1.9	0.8	-1.8	-4.7	-8.8	-13.9	3.0	33.5
CCOC(=O)C1=C(C)N=c2s/c(=C\c3ccc(OCC(=O)O)cc3)c(=O)n2C1c1ccc(Cl)cc1 (stereo unspecified)	nt	0.4	nt	-0.3	-10.9	14.1	-3.7	13.9	9.7
CCOC(=O)C1CCN(C(=S)Nc2cc(C)ccc2C)CC1	-1.4	-3.4	-0.1	-0.3	-2.9	-18.4	0.5	1.6	-4.5
C=CCNC(=O)c1cc2c(=O)n3ccccc3nc2s1	-1.3	-3.1	0.2	5.2	-9.3	-5.0	-6.6	-2.8	32.6
Cn1c(SCC(=O)NCc2cccs2)nnc1-c1ccc(S(=O)(=O)N2CCCC2)cc1	-0.7	-4.6	-0.1	-4.4	-5.8	-11.1	-2.1	0.6	0.6
CCN(CC)CCNC(=O)CCCNC(=O)Cn1cnc2sc(C)c(C)c2c1=O	0.6	0.5	1.0	0.8	-8.2	9.7	0.1	-5.0	4.1
CCC(C)C(NC(=O)OCc1ccccc1)C(=O)NCC(c1ccccc1)N(C)C (stereo unspecified)	-0.1	-2.2	0.8	-2.3	-8.3	5.8	3.2	-8.6	12.0
O=C(CCCNS(=O)(=O)c1cccc2nsnc12)NCCN1CCN(c2ccccc2F)CC1	-0.8	-0.8	-0.2	-0.9	-0.1	-0.9	3.7	3.1	-25.8
C=CCOc1ccccc1CN1CCC(C(=O)Nc2cccc(-c3ccn[nH]3)c2)CC1	4.2	-1.8	4.4	-0.9	-8.8	26.4	-8.6	-13.8	27.3
CCC(C)NC(=O)c1ccc(NS(=O)(=O)c2ccc3[nH]c(=O)[nH]c3c2)cc1 (stereo unspecified)	-0.5	-1.1	0.9	-2.1	6.5	-3.4	7.5	1.8	25.0
COC(=O)c1ccc(-c2nc3ccccc3[nH]2)cc1	1.9	-2.2	-0.5	-5.6	0.1	-2.8	-0.5	2.4	2.1
O=[N+]([O-])c1cccc(CSc2ncnc3ccccc23)c1	-2.5	-2.4	-1.2	1.0	-6.6	-4.8	3.0	-11.5	20.2
O=C(COC(=O)c1cccnc1)Nc1cccc(Cl)c1	-0.5	-2.9	7.4	-1.8	3.0	-1.9	-8.0	-3.2	-3.0
O=C(NC(=S)NCc1ccccc1)c1ccccc1	-2.2	-2.8	-1.1	-3.9	-2.1	-10.3	-8.5	-5.5	12.0
COC(=O)c1n[nH]n(-c2cc(Cl)cc(Cl)c2)c1=O	-0.9	-3.3	0.4	-2.3	-6.7	-7.8	3.3	27.4	15.9

Compound activity (PubChem)
